Assay outcomes (PubChem BioAssay)
NCOA1 inh – inhibits human SRC1 coactivator | Q15788 | HEK293 GAL4-SRC1 luciferase reporter, luminescence | inhibition, % at 3.6 µM | 360,000 compounds, 0.12% hits | AID 588354;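 active means inhibition above the campaign mean plus 3 SD, with each screening campaign given its own cutoff, cut at about 60% in these data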;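 further: 0% = DMSO treated cells and 100% = gossypol at 36 µM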
TRAIL sens C8 – caspase-8 TRAIL sensitization | NB7+C8 cells + TRAIL, ATPlite viability luminescence | inhibition (viability loss, TRAIL sensitization), % at 10 µM | 360,000 compounds, 1% hits | AID 624354;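 active means compounds causing at least 50% loss of cell viability in the single-dose screen, relative to plate controls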
Vif imaging – HIV Vif inhibition | HEK293T cells, Vif self-association by quenched fluorescence, imaging, 24 h | 340,000 compounds, 0.35% hits | AID 602346 | inhibition, % at 7.49 µM; in the data active means inhibition above about 50%, passing the limit was not always enough; inconclusive means no clear call, values can overlap the other calls; inactive means below about 31%; further: some results filed as inactive read as strong as hits
NOD2-RIPK2 inh – NOD2-RIPK2 protein interaction inhibition; O43353; CHO BLA complementation NOD2-RIPK2, CCF4 ratio; inhibition, % at 4.98 µM; 360,000 compounds, 0.38% hits; AID 624267; in the data active means inhibition above about 21%;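 further: 0% = vehicle only and 100% = reference blocker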
TROY NFkB inh – inhibitors of TROY-dependent NF-kB signaling; Q293 LMP1-TROYcd NF-kB luciferase reporter, 4 h; AID 1347056; 360,000 compounds, 0.98% hits; inhibition, % at 10 µM;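 active means compounds whose plate-normalised and pattern-corrected inhibition of the luciferase reporter signal at the single screening dose is 50% or more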
EBV LMP1 NFkB – inhibitors of Epstein-Barr LMP1-induced NF-kappaB reporter; LMP1-induced NF-kappaB luciferase reporter cells, luminescence; inhibition, % at 12.5 µM; 350,000 compounds, 0.69% hits; in the data active means inhibition above about 41%; inconclusive means no clear call, values can overlap the other calls;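 further: 0% = neutral control wells and 100% = reference inhibitor control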
COUP-TFII inh – inhibitors of human COUP-TFII (NR2F2); P24468; HEK293T NGFI-A luciferase reporter, luminescence; inhibition, % at 8.6 µM; 370,000 compounds, 0.7% hits; AID 686940;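 active means inhibition above a per-plate cutoff, mean inhibition of test wells between control levels plus 3 SD, cut at about 38% in these data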;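 further: cells cotransfected with COUP-TFII expression vector driving the NGFI-A reporter; 0% = median of COUP-TF2 test wells and 100% = reporter-only cells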
NCOA3 inh – inhibits human SRC3 coactivator; HEK293 GAL4-SRC3 luciferase reporter, luminescence; inhibition, % at 3.6 µM; 360,000 compounds, 0.17% hits; Q9Y6Q9;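 active means inhibition above a per-campaign cutoff, the mean of all compounds plus 3 SD, cut at about 60% in these data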;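 further: 0% = DMSO-treated cells and 100% = gossypol-treated cells at 36 µM; higher means less SRC3-driven luciferase light from the GAL4 reporter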
TLR9-MyD88 inh – inhibitors of human TLR9-MyD88 binding. Q9NR96+Q99836. CHO BLA complementation TLR9-MyD88, CCF4 FRET ratio. inhibition, % at 4.98 µM. 340,000 compounds, 0.21% hits. AID 504734;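 active means inhibition above the mean over all tested compounds plus 3 SD, cut at about 21% in these data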;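 further: 0% = DMSO only wells and 100% = clavulanate BLA inhibitor control wells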
Target sequence (Q99836 whole entry, looked up): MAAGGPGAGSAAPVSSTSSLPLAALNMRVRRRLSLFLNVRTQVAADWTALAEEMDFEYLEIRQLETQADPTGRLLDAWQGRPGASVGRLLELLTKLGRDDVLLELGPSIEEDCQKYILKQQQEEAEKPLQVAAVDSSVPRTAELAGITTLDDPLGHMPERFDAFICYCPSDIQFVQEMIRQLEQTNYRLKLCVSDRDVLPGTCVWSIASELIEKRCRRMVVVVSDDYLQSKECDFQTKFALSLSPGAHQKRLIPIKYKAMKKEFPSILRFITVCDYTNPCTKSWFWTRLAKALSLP
Target sequence (Q9NR96 whole entry, looked up): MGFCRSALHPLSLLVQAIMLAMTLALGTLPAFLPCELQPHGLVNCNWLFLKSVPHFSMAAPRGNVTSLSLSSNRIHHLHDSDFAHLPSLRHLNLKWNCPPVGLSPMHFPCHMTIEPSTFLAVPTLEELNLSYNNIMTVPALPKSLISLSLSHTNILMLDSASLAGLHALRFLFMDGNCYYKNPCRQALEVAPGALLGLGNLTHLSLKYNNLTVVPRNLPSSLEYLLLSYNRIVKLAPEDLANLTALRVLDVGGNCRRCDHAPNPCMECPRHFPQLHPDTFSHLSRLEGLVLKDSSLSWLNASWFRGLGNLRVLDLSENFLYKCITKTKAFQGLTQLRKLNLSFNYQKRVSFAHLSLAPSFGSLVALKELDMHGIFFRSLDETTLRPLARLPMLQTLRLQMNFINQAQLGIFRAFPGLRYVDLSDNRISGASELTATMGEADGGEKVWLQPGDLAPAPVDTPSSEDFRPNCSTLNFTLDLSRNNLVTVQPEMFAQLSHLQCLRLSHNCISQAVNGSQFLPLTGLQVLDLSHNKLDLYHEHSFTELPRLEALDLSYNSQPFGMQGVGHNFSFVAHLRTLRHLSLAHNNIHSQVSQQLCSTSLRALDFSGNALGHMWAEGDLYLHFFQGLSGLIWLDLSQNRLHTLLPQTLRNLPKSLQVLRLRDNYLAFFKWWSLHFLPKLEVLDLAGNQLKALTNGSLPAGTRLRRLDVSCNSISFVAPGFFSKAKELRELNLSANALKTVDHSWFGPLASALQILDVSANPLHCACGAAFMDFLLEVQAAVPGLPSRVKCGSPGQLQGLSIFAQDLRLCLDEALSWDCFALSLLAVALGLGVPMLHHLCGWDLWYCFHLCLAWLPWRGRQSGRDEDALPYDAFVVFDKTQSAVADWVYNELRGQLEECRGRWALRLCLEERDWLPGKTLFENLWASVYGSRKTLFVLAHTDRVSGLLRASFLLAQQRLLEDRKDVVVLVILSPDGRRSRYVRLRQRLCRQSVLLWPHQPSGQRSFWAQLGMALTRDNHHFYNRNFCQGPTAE
NCOA2 inhibitor – inhibits human steroid receptor coactivator 2. Q15596. HEK293 GAL4-SRC2 luciferase reporter, luminescence. inhibition, % at 9 µM. 370,000 compounds, 0.17% hits. AID 651957;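 active means inhibition above the mean inhibition of all tested compounds plus 3 SD, set per campaign, cut at about 52% in these data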;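 further: 0% = DMSO treated cells and 100% = cells given Gossypol at 36 µM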
LRH-1 inv ag – inverse agonists of human LRH-1 (NR5A2); O00482; HEK293T StAR-luciferase reporter, LRH-1 transfected, 24 h; inhibition, % at 3.6 µM; 360,000 compounds, 0.13% hits;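 active means inhibition above the mean inhibition of all tested compounds plus 3 SD, cut at about 73% in these data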;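 further: 0% = DMSO wells and 100% = reporter-only cells lacking LRH-1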
Starred values were filed as active, the others as inactive; ? = inconclusive; nt = no result given. An excerpt; count on the stated rates, not on these rows.

Sequence of screens – NCOA1 inh	TRAIL sens C8	Vif imaging	NOD2-RIPK2 inh	TROY NFkB inh	EBV LMP1 NFkB	COUP-TFII inh	NCOA3 inh	TLR9-MyD88 inh	NCOA2 inhibitor	LRH-1 inv ag
CCN1CCN(c2nc3ccccc3nc2C(C#N)S(=O)(=O)c2ccc(C)cc2)CC1 (stereo unspecified)
    0	-1	2	0	-25	-8	3	19	0	10	21
CCOC(=O)N1CCN(c2c(N3CCc4ccccc43)c(=O)c2=O)CC1
    5	-1	nt	-6	8	-3	4	-1	-7	-5	-9
CCCNCC(=O)Nc1cccc(S(=O)(=O)NC2=NCCCCC2)c1
    -9	0	-9	-1	-8	1	-3	-6	3	-12	-19
Cc1sc2nc(SCCN(C)C)n(-c3ccccc3)c(=O)c2c1-c1ccc(F)cc1
    -1	-21	-3	-5	-33	14	-1	10	-6	6	9
COc1ccccc1CN1C(=O)c2ccccc2C1C(=O)NC1CCC(C)CC1 (stereo unspecified)
    -6	-4	4	-12	14	-3	-7	22	-17	13	-2
CN(CC(=O)Nc1cc(S(=O)(=O)N2CCCC2)ccc1Cl)Cc1nc2ccccc2c(=O)[nH]1
    -2	-3	-1	-7	5	6	5	-22	0	18	0
COc1ccc(OC)c(C(O)c2nc3ccccc3n2C)c1 (stereo unspecified)
    -5	30	0	-7	-8	8	25	-8	7	-13	-8
Cc1ccc(OCCn2c(SCCO)nc3c(N)ncnc32)cc1
    7	15	-18	0	29	-4	-3	-2	-3	8	-14
Cn1cnnc1SC(C(=O)Nc1ccc(F)cc1)c1ccccc1 (stereo unspecified)
    -12	-7	1	-2	14	2	-7	-6	2	-3	-4
COc1ccc(-c2cc(=O)c3c(OC)c(OC)c(OC)c(OC)c3o2)cc1OC
    -12	6	-2	-16	-5	-3	-52	14	-9	-36	16
CCCn1c(N)c(N(CCOC)C(=O)c2c(CC)noc2C)c(=O)[nH]c1=O
    -1	-18	nt	4	-2	-3	4	14	1	-8	-1
Cc1ccccc1Nc1nnc(SCC(=O)NCc2ccco2)s1
    2	-4	9	0	nt	-2	-5	-2	0	-14	3
Cc1cccc(NC(=O)COC(=O)C2COc3ccccc3O2)c1C (stereo unspecified)
    -32	2	20	-21	0	4	1	-7	-10	-1	22
COc1cc(Br)cc2cc(C(=O)OC3CCN(C)CC3)c(=O)oc12
    -4	20	-1	-7	-12	-9	0	8	4	3	-1
Cc1nc2ccccc2c(=O)n1N
    -21	-3	-6	4	-1	-12	-4	12	5	4	-39
O=[N+]([O-])c1ccc(C[n+]2cc(-c3ccc(Cl)c(Cl)c3)n3c2CCCCC3)cc1
    10	1	9	-5	13	-6	15	8	-4	-11	-9
COc1cc(C(=O)NNC(=O)C2CC2)cc(OC)c1OC
    5	1	-5	2	5	5	6	-5	4	-15	8
COc1ccc(Nc2nnc(SCC(=O)Nc3ccc4[nH]c(=O)[nH]c4c3)s2)cc1
    2	17	-3	3	-3	3	19	8	-6	8	19
Cc1cccc(CN2CCSc3sccc3C2=O)c1
    11	-8	-27	13	-11	-7	2	12	0	16	11
CCOc1cccc(=O)c2c(C)oc(C)c12
    0	-5	-2	-3	14	-14	2	5	11	7	-16
Cc1cc(C(=O)Nc2ccc(C)c(S(=O)(=O)N3CCOCC3)c2)c(C)o1
    8	-7	5	-12	20	-3	-14	25	3	-14	6
CCc1ccc(-n2c(SCc3c(C)noc3C)nnc2-c2ccncc2)cc1
    6	-19	1	-11	-6	-6	1	21	-3	-3	12
CCOc1cc(/C=C2/C(=O)ON=C2C)ccc1OCc1ccc(F)cc1
    4	-11	-2	1	-12	0	0	15	-4	9	-16
COc1ccc(C2=C(Nc3ccccc3)c3ccccc3C2=O)cc1
    6	-9	-1	6	-6	-4	16	11	-8	-15	2
CC(=O)N1CCc2cc(S(=O)(=O)CCC(=O)Nc3ccccc3F)ccc21
    -15	5	1	1	3	1	18	1	5	-12	0
CN1CCN(S(=O)(=O)c2cccc(C(=O)N(c3ccccn3)C3CCCCC3)c2)CC1
    9	2	0	-3	nt	-3	-4	4	9	-47	-16
O=C(COC(=O)c1nc(Cl)ccc1Cl)Nc1ccccc1OC(F)F
    -8	-8	-2	-5	8	-5	-10	9	-13	-27	36
CCOC(=O)/C(N=Nc1cc(C(=O)O)cc(C(=O)O)c1)=C(\O)CCl
    2	3	-2	-6	3	4	8	24	-5	2	-11
Cc1cc(C(=O)CN2C(=O)NC3(CCCc4ccccc43)C2=O)c(C)n1C (stereo unspecified)
    7	-4	-4	2	6	-3	5	25	-1	6	17
CNC(=O)c1cc(C(=O)c2ccc(Cl)cc2)c(Br)[nH]1
    4	14	4	-3	-10	5	4	-10	-3	-9	-7
O=C(NCc1ccc(Cl)cc1)C(=O)c1cn(CC(=O)N2CCOCC2)c2ccccc12
    9	4	-5	3	-2	-2	-10	-2	4	1	1
Cc1cc(=O)oc(C)c1C(=O)Nc1ccc(N(C)C)cc1
    10	0	6	-1	1	1	-7	-7	-6	-12	-3
CCCCn1c(N)c(N(CC(C)C)C(=O)c2ccc(C)o2)c(=O)[nH]c1=O
    15	-1	-3	1	15	-4	0	13	4	7	16
Cc1cc(C)n(CCCNC(=O)c2ccc3c(c2)NC(=O)CS3)n1
    -17	-5	-1	-3	-3	-2	-19	4	1	-40	3
Cc1c(S(=O)(=O)Nc2cccc(Cl)c2)c(=O)n(C)c(=O)n1C
    -1	7	-8	-1	-19	-1	9	3	12	-44	-8
CCCCn1c(N)c(N(CCOC)C(=O)CCCc2nc3ccccc3c(=O)[nH]2)c(=O)[nH]c1=O
    4	7	-13	-11	5	0	9	5	-2	3	-10
O=[N+]([O-])c1cnccc1Nc1cccc(F)c1
    4	-23	1	-11	4	6	12	12	6	18	59
COc1ccc(CNC(=O)c2c(C)cc(=O)oc2C)cc1OC
    -23	27	-7	-2	4	1	-4	-1	1	0	-6
CC(C)(C)c1ccc2c(c1)N(CC(=O)N1CCCC1)C(=O)CO2
    8	1	0	9	16	-3	2	8	-7	-31	13
COc1ccc(C(=O)c2cc([N+](=O)[O-])ccc2N2CCOCC2)cc1
    24	-37	?	16	21	14	-55	11	3	19	38
C/C(N)=C(\C#N)C(=O)NCc1ccccn1
    -1	5	nt	-15	-12	-7	-13	8	-1	-48	7
S=C(NCCc1ccccc1)Nc1c(Cl)cccc1Cl
    -23	6	2	-7	-5	-1	12	8	0	0	-33
C[C@H](NC(=O)c1ccc(Br)cc1)C(=O)NCc1ccc(S(N)(=O)=O)cc1
    -15	0	21	-4	-7	-4	-2	4	3	-24	-3
COc1ccc(C(=O)NCCCOC(C)C)cc1OC1CCN(C(C)=O)CC1
    -10	-13	-2	8	-32	-21	-3	-7	-15	-29	-18
CCc1ccc(CNC(=O)c2ccc3c(c2)NC(=O)C(N2CCOCC2)S3)cc1 (stereo unspecified)
    17	19	-7	-5	-8	3	-4	15	3	-14	4
NS(=O)(=O)c1cccc(NC(=O)c2cc(=O)c3ccccc3o2)c1
    -11	8	-8	-3	-7	2	9	-12	1	-17	13
CC(=O)N(c1c(C)n(C)n(-c2ccccc2)c1=O)C1(C(=O)NC2CCCCC2)CCCCC1
    -15	2	-3	-5	2	2	1	8	-7	-7	13
c1ccc(SCCCCN2CCOCC2)cc1
    -28	3	-5	4	-7	-2	-39	-14	-1	-40	7
CCOC(=O)/C(C#N)=C/Nc1cc(F)ccc1C
    -2	-7	4	2	-6	13	-17	5	0	-13	-9
CN(C)CCCNC(=O)c1cc(C(=O)c2ccc(F)cc2)c[nH]1
    10	15	-1	-5	-1	-3	-2	10	2	-12	1
Cc1nsc(Nc2ccccc2)c1C#N
    2	-4	1	-6	14	1	0	17	1	5	5
Cc1cn(C2CCCCO2)c(=O)nc1NO (stereo unspecified)
    16	7	-4	-1	4	-2	13	-9	-18	18	-17
COc1ccc(S(=O)(=O)NC2CC(=O)N(c3ccccc3)C2)cc1C (stereo unspecified)
    9	-39	-1	3	14	-5	7	-10	-7	9	-15
COc1ccccc1NC(=O)CCSc1nnnn1C
    2	8	7	-9	-5	-6	16	-6	8	-21	1
OC(c1ccc(Cl)c(F)c1)c1ncc(-c2cccc(F)c2)[nH]1 (stereo unspecified)
    2	-21	nt	-15	-5	nt	-7	8	nt	4	18
CN(C)CCN1C(=O)C(O)=C(C(=O)c2cc3ccccc3o2)C1c1cccc(Br)c1 (stereo unspecified)
    7	-9	10	3	8	-10	6	18	-1	17	4
Cc1cc(C)c(C)c(S(=O)(=O)NCC(=O)Nc2ccc(F)cc2)c1C
    -17	5	1	-6	12	-1	-21	-11	5	10	1
Cc1onc(-c2ccccc2)c1C(=O)NNC(=S)NC(=O)/C=C/c1cccs1
    12	11	5	0	16	13	11	-7	-9	-16	13
O=C(NCc1ccc(F)cc1)c1cc(C2CCCCN2S(=O)(=O)c2ccccc2)on1 (stereo unspecified)
    11	8	6	0	3	nt	10	-9	nt	26	9
CCOCCc1nnc(NC(=O)C2CCN(C(=O)c3ccco3)CC2)s1
    -18	4	4	-7	6	-6	19	-8	6	0	7

Further compounds:
Sequence of screens – NCOA1 inh	TRAIL sens C8	Vif imaging	NOD2-RIPK2 inh	TROY NFkB inh	EBV LMP1 NFkB	COUP-TFII inh	NCOA3 inh	TLR9-MyD88 inh	NCOA2 inhibitor	LRH-1 inv ag
CCCCC(=O)N(Cc1nc2sc(C)c(C)c2c(=O)[nH]1)C1CCCC1
    10	11	-1	3	8	5	-2	18	1	-33	4
C/C(=N/NS(=O)(=O)c1cccc([N+](=O)[O-])c1)c1ccc2c(c1)OCO2
    -4	2	5	-14	-2	-5	-1	2	-6	10	5
COC(=O)[C@]12CCCCC=C1N(Cc1ccc3c(c1)OCO3)C(=O)[C@H](CC(=O)N1CCC(c3ccccc3)CC1)C2
    nt	29	nt	-17	nt	nt	-8	nt	nt	-35	-6
CCN(C(=O)CSc1nc2ccc(OC)cc2[nH]1)C1CCS(=O)(=O)C1 (stereo unspecified)
    9	-4	4	-3	3	-1	12	-2	3	-19	-5
O=C(c1cc(Br)ccc1OC(F)F)N1CCN2CCCC2C1 (stereo unspecified)
    2	-7	6	-3	5	-2	10	2	6	-35	8
NC(=O)CCn1c2ccccc2c2ccccc21
    9	1	0	10	0	6	-4	11	-4	16	-15
O=C(O)C1CCCN1C(=O)NC1CCCCC1 (stereo unspecified)
    4	14	9	-16	-2	2	7	-8	-6	-25	-18
Cc1ccc(S(=O)(=O)n2c(N)nc3cc(C)c(C)cc32)cc1
    -23	0	-4	-7	-6	nt	-14	-4	nt	17	2
CCOC(=O)Cn1cc(/C=C(/C#N)C(=O)NC(C)C)c2ccccc21
    5	-9	-12	-8	-17	-1	-3	-2	-6	-4	4
CCN(c1ccc(OC)cc1)S(=O)(=O)c1ccc2c(c1)CCN2C(=O)CCC(=O)O
    11	-5	-3	4	6	-7	1	12	-2	17	19
